Screening data as filed in PubChem BioAssay.
GPR151 ag – human GPR151 activation; Q8TDV0; activation, % at 11.2 µM; PathHunter beta-arrestin GPR151 cells, luminescence; 650,000 tested, 1% active; in the data active = activation above about 4.9%;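 note: 0% = median of compound wells and 100% = cells with positive control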
Target sequence (Q8TDV0 whole entry, looked up): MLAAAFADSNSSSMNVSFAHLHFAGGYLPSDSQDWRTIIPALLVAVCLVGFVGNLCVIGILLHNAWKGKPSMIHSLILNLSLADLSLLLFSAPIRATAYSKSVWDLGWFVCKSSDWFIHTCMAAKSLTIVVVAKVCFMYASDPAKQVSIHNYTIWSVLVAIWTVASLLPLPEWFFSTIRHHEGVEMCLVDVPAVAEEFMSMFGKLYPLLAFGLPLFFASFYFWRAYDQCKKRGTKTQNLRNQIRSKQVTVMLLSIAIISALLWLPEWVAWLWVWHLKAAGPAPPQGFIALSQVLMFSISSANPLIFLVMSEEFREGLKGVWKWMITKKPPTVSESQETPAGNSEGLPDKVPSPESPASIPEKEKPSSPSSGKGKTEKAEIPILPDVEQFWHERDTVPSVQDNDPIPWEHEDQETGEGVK
TEAD-YAP inh – TEAD-YAP interaction inhibition; HEK-TIYL cells, TEAD-Gal4/YAP UAS-luciferase luminescence; inhibition, % at 9.12 µM; 640,000 tested, 1.4% active; in the data active = inhibition above about 32%;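 note: 0% = median of test compound wells and 100% = reference inhibitor wells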
MITF inh – blocks human microphthalmia-associated transcription factor; O75030; AlphaScreen MITF homodimerization, bead proximity signal; inhibition, % at 2.6 µM; 650,000 tested, 0.91% active; in the data active = inhibition above about 50%;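 note: 0% = vehicle wells with protein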
Target sequence (O75030 whole entry, looked up): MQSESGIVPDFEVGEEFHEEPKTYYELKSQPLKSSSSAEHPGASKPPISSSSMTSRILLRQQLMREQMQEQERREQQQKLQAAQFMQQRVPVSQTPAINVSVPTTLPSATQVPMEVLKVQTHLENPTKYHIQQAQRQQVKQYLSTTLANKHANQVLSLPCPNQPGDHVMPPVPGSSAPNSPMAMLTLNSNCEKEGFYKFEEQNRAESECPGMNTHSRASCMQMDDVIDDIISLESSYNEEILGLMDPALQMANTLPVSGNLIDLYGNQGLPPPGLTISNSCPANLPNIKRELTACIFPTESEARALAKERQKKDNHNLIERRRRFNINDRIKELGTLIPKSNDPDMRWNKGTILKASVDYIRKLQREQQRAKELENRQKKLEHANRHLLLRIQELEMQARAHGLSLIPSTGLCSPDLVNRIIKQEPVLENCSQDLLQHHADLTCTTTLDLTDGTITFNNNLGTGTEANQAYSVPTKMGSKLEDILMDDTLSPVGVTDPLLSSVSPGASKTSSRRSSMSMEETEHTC
FBW7 activator – activators of human E3 ligase FBW7; Q969H0; AlphaScreen FBW7–phospho-cyclin E peptide binding, activator screen; normalized activity (activation), % at 26.1 µM; 650,000 tested, 0.13% active; AID 1259310; in the data active = normalized activity above about 1.9%;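 note: purified mutant Fbw7 with reduced substrate affinity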
Starred values were filed as active, the others as inactive; nt = no result given.

canonical_smiles | GPR151 ag | TEAD-YAP inh | MITF inh | FBW7 activator
O=C(NCc1ccc(F)cc1)NC1CCCCC1 | -0.6 | -15 | 10 | -0.1
Cc1ccc(N2C(=O)CC(Sc3nc(C)cc(C(F)(F)F)c3C#N)C2=O)cc1 (stereo not given) | -2.5 | -10 | 18 | 0.0
O=C1CS(=O)C(c2ccc(Cl)cc2)C(=O)N1c1ccc(C(F)(F)F)cc1 (stereo not given) | -1.0 | 3 | 9 | 0.1
COc1ccc(C2C(=O)N(C3CCCCCC3)CC(=O)N2C2CCCCC2)cc1 (stereo not given) | 1.6 | -2 | 10 | -0.3
CCC(=O)N1c2ccccc2NC2=C(C(=O)CC(c3cccs3)C2)C1c1ccc(C(F)(F)F)cc1 (stereo not given) | 3.8 | 5 | 4 | -0.2
CCOCCCNC(=O)CCN(Cc1c(Cl)cccc1Cl)S(=O)(=O)c1ccc(C)cc1 | 0.4 | 14 | -2 | -0.1
CC(C)c1ccccc1NC(=O)CCCCCN1C(=O)c2cccc([N+](=O)[O-])c2C1=O | 0.9 | -2 | -5 | -0.2
CCN(CC(=O)N1CCCCCC1)S(=O)(=O)c1ccc(C)cc1 | 0.1 | 6 | -1 | 0.2
CCOC(=O)C(=O)Nc1ncc(Cl)s1 | 5.4* | 11 | 4 | -0.2
Cc1cc(NC(=O)Cn2c(=O)oc3cc(Cl)ccc32)no1 | -1.6 | 9 | 17 | 0.9
O=C1CC(Cc2ccccc2)C(=O)N1c1ccncc1 (stereo not given) | 1.3 | 0 | 4 | -0.1
COc1ccc(S(=O)(=O)n2nc(-c3cccc(OC)c3)cc2N)cc1 | 0.3 | -1 | 14 | 0.1

canonical_smiles | GPR151 ag | TEAD-YAP inh | MITF inh | FBW7 activator
C/C(=N\NC(=O)c1ccc(O)cc1)c1ccc(Cl)s1 | -0.2 | -22 | 14 | 0.1
O=C(NCCN1C(=O)S/C(=C\c2cccs2)C1=O)c1ccc([N+](=O)[O-])o1 | 1.3 | 7 | -1 | -0.2
Cc1cc(NCc2ccco2)nc2cc(O)ccc12 | -0.6 | 2 | 8 | -0.1
C[C@@H]1/C=C/CC(=O)OC[C@H](C)C(=O)OC[C@H]2O[C@H]1C=C[C@H]2O | 0.5 | nt | 6 | -0.1
O=C(CN(c1ccc(Cl)cc1)S(=O)(=O)c1ccccc1)N1CCCCCC1 | -1.8 | -1 | 3 | 0.0
Cc1cc2ccccn2c1C(=O)c1cccs1 | 0.5 | -8 | 0 | 0.0
CC(C(=O)Nc1ccccc1C(F)(F)F)N1CCN(C)CC1 (stereo not given) | 3.8 | -4 | 30 | 0.1
COc1nc(NCc2cccc(C(F)(F)F)c2)nc(-c2c(C)noc2C)n1 | -2.2 | -3 | 5 | 0.0
CCOc1ccc(NC(=O)c2ccc(CSc3ccc(Cl)cc3)cc2)cc1 | 0.2 | 2 | 1 | 0.1
COc1ccc(C(=O)NCCc2nnc3n2CCN(CCCSC)CC3)cc1 | 0.0 | 4 | 7 | -0.2
CN(CC(=O)N/N=C/c1ccc(F)cc1)S(=O)(=O)c1ccccc1 | 0.7 | 8 | 14 | 0.4
CCOC(=O)c1c(NC(=O)C(C)Sc2nnc(CNC(=O)c3ccc([N+](=O)[O-])cc3)n2C)sc2c1CCCC2 (stereo not given) | 0.1 | 0 | -6 | -0.1

canonical_smiles | GPR151 ag | TEAD-YAP inh | MITF inh | FBW7 activator
CCc1nc2ccccc2c(=O)n1NC(=O)c1c(O)c2ccccc2n(CC)c1=O | 0.8 | 3 | -1 | -0.2
CC1CCN(CC(=O)Nc2ccccc2C#N)CC1 | 0.8 | 4 | 6 | -0.1
CN(C)c1cc(-c2ccnc(Nc3ccc(N4CCOCC4)cc3)c2)[nH]n1 | 0.5 | 3 | 0 | -0.2
O=C(NCc1cccc(Cl)c1)c1ccc2c(=O)n(-c3ccccc3)c(=S)[nH]c2c1 | 0.5 | 4 | -3 | 0.1
CCOC(=O)c1c(C)[nH]c(C)c1C(=O)CCl | -0.8 | 71* | 7 | 0.1
COc1ccc(NC(=O)c2ccc3c(=O)n(-c4ccccc4)c(SCC(=O)C(C)(C)C)nc3c2)cc1OC | 2.4 | 17 | 11 | 0.3
Cn1c(C#N)nc2c1c(=O)n(Cc1ccccc1F)c(=O)n2C | 0.8 | 4 | 2 | -0.1
c1ccc(CSc2nc(-c3ccccc3)nc3c2CCCC3)cc1 | -0.1 | -6 | -9 | 0.0
CCC(NC(=O)Nc1ccccc1C(=O)OC)(C(F)(F)F)C(F)(F)F | -0.9 | 2 | 10 | -0.1
Cc1cccc(-c2nc3ccccc3c(=O)n2NC(=O)c2ccncc2)c1 | -1.3 | -19 | 7 | 0.6
Cc1ccccc1NC(=O)NCCOc1cc(N2CCCC2)ncn1 | -0.1 | 6 | 64* | -0.2
CCOC(=O)C1=C(SCc2ccccc2)NC(=O)C(C#N)C12CCCCC2 (stereo not given) | -0.6 | -14 | -3 | 0.1

canonical_smiles | GPR151 ag | TEAD-YAP inh | MITF inh | FBW7 activator
O=C(Nc1ccc2[nH]ncc2c1)[C@@H]1C[C@H](O)CN1C(=O)c1ccccc1 | -0.5 | -1 | 37 | 0.0
c1cc2c(cc1Nc1ccc(-c3ccc4c(c3)OCO4)cn1)OCCO2 | -0.6 | -6 | -4 | -0.1
CC1CCCC(C)N1CC(O)COc1ccc(Br)cc1 (stereo not given) | -0.7 | -4 | 5 | 0.1
CCOC(=O)N1CCN(C(=O)CSc2nc3c(c(=O)n2Cc2ccccc2)SC(C)C3)CC1 (stereo not given) | -0.2 | 4 | 10 | 0.3
Nc1c2cnc(N3CCCC3)nc2nc(=O)n1-c1ccc(Cl)cc1 | 0.1 | 2 | 2 | 0.1
N#CC1=C(N)OC2=C(C(=O)CC(c3ccco3)C2)C1c1ccccc1 (stereo not given) | 0.3 | -4 | 0 | -0.1
O=c1/c(=C/c2ccccc2OCc2ccc(Cl)cc2Cl)sc2nc3ccccc3n12 | 0.5 | 13 | 7 | 0.1
C/C(=N\NC(N)=S)c1ccc(Cl)cc1Cl | 1.3 | 34* | 6 | 0.1
O=C1Nc2ccc(F)cc2/C1=c1/sc2n(c1=O)CN(c1ccc(C(=O)O)cc1)CN=2 | -0.4 | 15 | 3 | -0.1
O=C(NC1CC1)c1ccc2nc(N3CCN(c4ccccn4)CC3)sc2c1 | 1.6 | -32 | 4 | -0.2
O=C(CSc1nnc(CNC(=O)c2ccc(F)cc2)o1)NCc1ccco1 | 1.5 | -1 | -7 | -0.1
O=C(Nc1cccc2ccccc12)C1CC(=O)N(c2ccc(Cl)cc2)C1 (stereo not given) | 0.0 | 0 | -4 | 0.1

canonical_smiles | GPR151 ag | TEAD-YAP inh | MITF inh | FBW7 activator
CC1CCCN(C(=O)CNC(=O)Cn2cnc3sc4c(c3c2=O)CCCC4)C1 (stereo not given) | -0.9 | -3 | -15 | 0.0
C=C(C)CN(CC)Cc1nc(NCCCOC)c2cc(C)ccc2n1 | -1.0 | 7 | -4 | -0.2
CCOC(=O)c1ccccc1NC(=O)c1ccc(N2C(=O)c3ccccc3C2=O)cc1 | -2.3 | 6 | 14 | 0.4
COc1ccc(OC)c(-c2noc(N3CCN(c4ccc(Cl)cc4)CC3)n2)c1 | -1.3 | -7 | -5 | -0.1
O=C(NCc1ccccc1)C(Cl)Cl | 0.0 | 18 | -20 | 0.1
Cc1ccc2c(c1)N(CC(=O)N1CCCC(C)C1)C(=O)C(C)O2 (stereo not given) | -0.1 | 2 | -1 | -0.1
Cc1ccc(CNC(=O)Cn2c(=O)oc3cc(Cl)ccc32)cc1 | 0.4 | 1 | 15 | 0.2
CCC(C)C(=O)Nc1c(C)cccc1C (stereo not given) | -0.5 | 7 | 8 | 0.1
CC1(C)[C@H]2CC=C(CN3CCC(n4nccc4NC(=O)CCOc4ccccc4)CC3)[C@@H]1C2 | 5.3* | 7 | 2 | 0.1
COc1ccc(CCNc2ncnc3c2nc(-c2csc4ccccc24)n3C(C)C)cc1 | -1.2 | -7 | 10 | 0.0
O=C(CCn1cnc2ccccc2c1=O)Nc1ccc(F)cc1 | -0.5 | -5 | -17 | 0.0
C#CCOc1ccc2ccccc2c1/C=N/O | 0.3 | -19 | 12 | -0.1

canonical_smiles | GPR151 ag | TEAD-YAP inh | MITF inh | FBW7 activator
CCOc1cc(/C=N\n2cnnc2)ccc1OCCOCCOc1ccc(C)cc1 | 0.4 | -2 | 12 | 0.0
O=C(CCc1ccccc1)Nc1cc([N+](=O)[O-])ccc1F | 0.3 | 61* | 17 | -0.6
CCn1nnnc1-c1ccc(OC)c(S(=O)(=O)Nc2ccc(Cl)cc2)c1 | -0.4 | 8 | 10 | 0.1
O=C1CC(C(=O)NCC2Cc3cccc(-c4ccncc4)c3O2)c2ccccc21 (stereo not given) | -0.8 | 14 | 7 | -0.1
NC(=O)C1CCN(c2ccc([N+](=O)[O-])cc2Cl)CC1 | -0.1 | 3 | 13 | 0.2
CN(C)CCCN(Cc1cc2cc3c(cc2[nH]c1=O)OCCO3)C(=O)NC1CCCCC1 | -0.8 | -2 | 2 | 0.0
COc1cccc(-n2cc(C(=O)NC3CCCC3)c3ccccc3c2=O)c1 | 2.1 | -7 | 2 | 0.2
CCOc1ccccc1/C=C1\N=C(c2cncc(Br)c2)OC1=O | -0.9 | 7 | -4 | 0.4
Cc1cc(NC(=O)c2sc3ncn(CC(=O)N4CCC(C)CC4)c(=O)c3c2C)no1 | 0.7 | -3 | -4 | 0.0
CC(C)NC(=O)N(CC1CC1)C1CCN(Cc2ccncc2)CC1 | 1.3 | -7 | -3 | 0.1
CNc1nc(Nc2ccc(OC(F)(F)F)cc2)nc(NC(C)(C)C)n1 | 0.4 | -4 | 0 | -0.2
O=Cc1c(Cl)c2ccccc2[nH]c1=O | -1.5 | -12 | 22 | 0.8

canonical_smiles | GPR151 ag | TEAD-YAP inh | MITF inh | FBW7 activator
Cc1ccc(N(C(C)C(=O)N2CCN(c3ccccc3F)CC2)S(C)(=O)=O)cc1C (stereo not given) | 0.2 | -8 | 12 | 0.3
COc1ccccc1C(NC(=O)Cc1ccccc1)c1ccc2cccnc2c1O (stereo not given) | 0.0 | 29 | 22 | -1.0
COc1cc2[nH]c3c(=O)n(CCN4CCCCC4C)cnc3c2cc1OC (stereo not given) | -1.3 | 3 | 4 | 0.2
Cc1ccc(C2Nn3c(nnc3-c3ccccc3)SC2C(=O)NCc2ccco2)cc1 (stereo not given) | 1.1 | 19 | 6 | 0.0
CN1/C(=C\C(=O)COC(=O)c2cccs2)C(C)(C)c2ccccc21 | 0.0 | -3 | 14 | 0.1
CCC(O)c1nc2ccccc2n1CC(=O)N(c1ccccc1)C(C)C (stereo not given) | 0.5 | -3 | -4 | 0.0
Cc1ccc(C(=O)[C@H]2[C@@H]3C4COC(O4)C(=O)[C@H]3[C@@H]3c4ccccc4C=CN23)cc1 (stereo not given in full) | -1.0 | -8 | -3 | 0.1
O=C(O)c1ccccc1Nc1nc(N2CCCC2)nc(N2CCCC2)n1 | -0.1 | 2 | 23 | 0.2
Cc1cnc(Nc2nccc3ccccc23)nc1Nc1ccccc1 | 0.3 | 2 | -5 | -0.1
CCOc1ccc(NC(=O)CSc2nc3ccccc3c(=O)n2CC2CCC(C(=O)NCCc3ccccc3)CC2)cc1 (stereo not given) | 1.2 | 17 | -12 | 0.2
CC(O)C(NC(=O)COc1cccc2ccccc12)C(=O)O (stereo not given) | -1.8 | 1 | 16 | 0.2
NC(=O)NC(=O)COC(=O)CCSc1ccccc1 | 1.8 | 12 | -1 | -0.1

canonical_smiles | GPR151 ag | TEAD-YAP inh | MITF inh | FBW7 activator
CCCn1c(NCC(C)C)nc2c1c(=O)n(C)c(=O)n2C | 1.6 | -7 | -14 | -0.3
CCN1CCN(C(=O)/C=C/c2ccc(F)cc2)CC1 | -0.5 | -13 | 1 | 0.1
COc1ccc(CCNC(=O)CCn2c(SCC(=O)NCc3ccccc3)nc3ccccc3c2=O)cc1OC | 0.2 | 13 | -6 | 0.2
O=C(Nc1ccc(Br)cn1)Nc1ccc(Cl)cc1Cl | 1.8 | 6 | 4 | 0.0
O=c1c(-c2ccccn2)coc2cc(O)cc(O)c12 | -3.2 | -2 | 7 | -0.1
CC(=O)N1CCc2cc(Br)cc(S(=O)(=O)N3CCCc4ccccc43)c21 | 0.3 | -3 | -2 | 0.0
Cn1cnc2sc3c(c2c1=O)CCCC3 | 1.3 | -6 | -3 | 0.0
CCOC(=O)CN1CCN(c2ccc(-c3cccc(OC)c3)cn2)CC1 | -0.2 | 71* | 3 | 0.4
CC1=C([N+](=O)[O-])C(c2ccc3c(c2)OCO3)N(C)C(=O)N1C (stereo not given) | 4.7 | -10 | 12 | -0.5
CCOC(=O)C1=C(C)N=c2s/c(=C\c3ccc(OCc4c(F)cccc4Cl)c(OC)c3)c(=O)n2C1c1ccc(OC)cc1 (stereo not given) | 0.5 | 0 | 6 | 0.0
O=C(CN1CCN(c2ccccn2)CC1)N1CCc2ccccc21 | 0.2 | -1 | 11 | 0.0
CCOc1ccc(N2C(=O)C3CC(C)=C(C)CC3C2=O)cc1 (stereo not given) | 1.4 | -7 | 1 | 0.1
Cc1ccc2[nH]c(CCN(C)C)c(CN3CCOCC3)c2c1 | 0.8 | 1 | 5 | -0.1
O=C(NNC(=S)NCc1ccccc1)c1ccc2ccccc2c1 | 2.5 | 2 | -6 | -0.1
O=C(CCCn1ncn2c(cc3occc32)c1=O)NC1CCCCCC1 | -0.5 | 4 | 18 | -0.2
